High-throughput results (PubChem BioAssay)
HCMV inh = blocks human cytomegalovirus replication | hit rate 4.5% among 410,000 | activity change, negative = inhibition, % at 57.5 µM | HFF cells, HCMV-luciferase reporter, 72 h; stronger effect = lower value; in the data active = activity change below about -60%; inconclusive = no clear call, values can overlap the other calls; inactive = above about -39%
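Steps: HFFs plated, 16 h 37C; compounds added; HCMV-luciferase added to MOI 1 PFU/cell; 72 h 37C; OneGlo reagent, 5 min room temperature; luminescence read, normalized to controls.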
AmpC inh no detg = AmpC beta-lactamase inhibition without detergent. AmpC nitrocefin hydrolysis, absorbance 480 nm, 0.0001% Triton. hit rate 0.52% among 330,000. Potency, µM (highest dose often 57.1 µM), without a hit: top-dose activity change, negative = inhibition, actives largely listed as inhibitors. P00811;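 note: potency is the fitted concentration of half-maximal effect; plate controls were no compound for no effect and no enzyme for full effect; nearly all actives have a fitted effect of over 20% in size; some results filed as inactive show a strong effect at the top dose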
Target sequence (P00811 whole entry, looked up): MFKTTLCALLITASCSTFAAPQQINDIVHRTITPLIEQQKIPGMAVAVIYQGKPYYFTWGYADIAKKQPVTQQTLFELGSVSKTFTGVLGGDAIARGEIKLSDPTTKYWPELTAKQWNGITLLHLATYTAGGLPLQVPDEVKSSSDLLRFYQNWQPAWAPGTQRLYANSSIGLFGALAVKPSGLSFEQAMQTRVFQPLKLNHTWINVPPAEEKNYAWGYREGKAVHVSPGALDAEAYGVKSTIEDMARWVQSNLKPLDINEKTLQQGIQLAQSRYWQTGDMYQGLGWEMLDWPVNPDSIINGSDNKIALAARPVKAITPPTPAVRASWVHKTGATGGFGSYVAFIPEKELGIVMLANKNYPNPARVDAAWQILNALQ
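AmpC (5.3 nM in the dispensed reagent) in 20 mM phosphate pH 7.0 with 0.01% (detergent screen) or 0.0001% Triton X-100 was preincubated with compounds for 15 min at room temperature. Nitrocefin was then added from an 800 uM solution, and hydrolysis was followed at 480 nm.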
AmpC inh detg = blocks E. coli AmpC beta-lactamase in detergent assay | AmpC hydrolysis of nitrocefin, absorbance 480 nm, 0.01% Triton | AID 485294 | hit rate 0.041% among 370,000 | Potency, µM (titrated, usually from 114 µM), for the others: at the top dose activity change, negative = inhibition, actives largely listed as inhibitors;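 note: potency is the fitted concentration of half-maximal effect; 0% = no-compound wells and -100% = no-enzyme wells; nearly all actives have a fitted effect of over 25% in size; some results filed as inactive show a strong effect at the top dose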
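AmpC (5.3 nM in the dispensed reagent) in 20 mM phosphate pH 7.0 with 0.01% (detergent screen) or 0.0001% Triton X-100 was preincubated with compounds for 15 min at room temperature. Nitrocefin was then added from an 800 uM solution, and hydrolysis was followed at 480 nm.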
Sm TGR inh = blocks Schistosoma mansoni thioredoxin glutathione reductase; Potency, µM (doses to about 114 µM), without a hit: at the top dose activity change, negative = inhibition, most hits filed as inhibitors; Q962Y6; hit rate 3% among 360,000; purified TGR, DTNB reduction, TNB absorbance 405 nm; note: potency is the fitted concentration of half-maximal effect; nearly all actives have a fitted effect of over 60% in size
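Kinetic colorimetric format: TGR-catalysed, NADPH-driven DTNB reduction monitored via TNB absorbance. Enzyme dispensed at 20 nM; compound exposure 15 min at room temperature before reaction start.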
Giardia FBPA inh = Giardia lamblia aldolase inhibition; purified Giardia FBPA; Potency, µM (doses to about 59.6 µM), without a hit: top-dose activity, negative = inhibition, hits mostly inhibitors; hit rate 0.71% among 290,000; AID 2451; note: potency is the fitted concentration of half-maximal effect; nearly all actives have a fitted effect of over 55% in size
Target sequence (A8B2U2 whole entry, looked up): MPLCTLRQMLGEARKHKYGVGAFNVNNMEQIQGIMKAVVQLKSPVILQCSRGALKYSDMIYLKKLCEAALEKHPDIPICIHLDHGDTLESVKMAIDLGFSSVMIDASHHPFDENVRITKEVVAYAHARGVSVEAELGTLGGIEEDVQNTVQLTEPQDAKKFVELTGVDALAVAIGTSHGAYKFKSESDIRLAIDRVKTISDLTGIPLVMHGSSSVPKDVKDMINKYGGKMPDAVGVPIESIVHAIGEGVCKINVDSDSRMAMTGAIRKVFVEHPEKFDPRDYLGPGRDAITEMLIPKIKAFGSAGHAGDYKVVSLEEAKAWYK
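40 nM FBPA preincubated 10 min at RT with compound (up to 57.5 uM final), then substrate plus GAPDH/TPI/NAD/arsenate coupling and diaphorase/resazurin added. Fluorescence read after 20 min at RT, 525/598 nm.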
AMA1 RON2 block = AMA1-RON2 (P. falciparum) interaction inhibition | AlphaScreen AMA1-biotinylated RON2 peptide binding | Potency, µM (titrated, usually from 58.2 µM), inactives show at the highest dose activity change, negative = inhibition, actives largely listed as inhibitors | hit rate 0.2% among 360,000;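 note: potency is the fitted concentration of half-maximal effect; 0% = vehicle wells and -100% = peptide control; nearly all actives have a fitted effect of over 45% in size; some results filed as inactive show a strong effect at the top dose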
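AMA1 (3D7) with his tag at 25 nM final met compounds first, then biotinylated RON2 peptide at 25 nM; detection used donor plus acceptor beads, 10 µg/mL apiece, read by AlphaScreen after 30 min at room temperature.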
* = called active by the depositor; ? = inconclusive; nt = not tested or not shown; [ ] = remark or other dose. Unless noted, calls come from the whole dose curve; as a rule, active = well fitted curve in the direction sought with a large enough effect; inconclusive = small, poorly fitted or top-dose-only effect, or another doubt; inactive = no such curve, though single readings can be large; an effect the other way counts as inactive or inconclusive. Unless noted, % is set by controls: 0 for no effect and ±100 for the full control effect.

Values in the order – HCMV inh | AmpC inh no detg | AmpC inh detg | Sm TGR inh | Giardia FBPA inh | AMA1 RON2 block
[1] CCOC(=O)c1cc2sccc2n1CC(=O)N1CCc2ccccc21
  -15 | -13% | 4% | 9% | 2% | -2%
[2] Cc1ccc(-c2nc(CS(=O)(=O)CC(=O)NC3CCC(C)CC3)c(C)o2)cc1 (centres undefined)
  -15 | 72%[activator] | -2% | ? | nt | -9%
[3] CC(OC(=O)c1ccc(Cl)c(S(=O)(=O)N2CCOCC2)c1)C(=O)NC1CCCCC1C (centres undefined)
  -8 | 111%[activator] | -10% | -5% | nt | -9%
[4] CCOc1ccccc1O[C@H](c1ccccc1)[C@H]1CNCCO1
  -2 | 29% | ? | -5% | nt | 15%
[5] Cc1c(NC(=S)Nc2ccccc2C(F)(F)F)cccc1[N+](=O)[O-]
  8 | -9% | 3% | ? | -7% | 22%
[6] CC(=O)Nc1ccc(C(=O)OCC(=O)Nc2ccc(Cl)cc2C(=O)c2ccccc2)cc1
  -17 | 33% | -14% | 2% | 10% | -30%
[7] CC(=O)Nc1ccc(N2CCC(C)CC2)c([N+](=O)[O-])c1
  ? | -5% | -9% | -2% | 0% | -11%
[8] COC(=O)c1ccc(S(=O)(=O)N2CCCN(Cc3ccc(F)cc3)CC2)n1C
  -64* | 31% | 1% | ? | 1% | -3%
[9] CC(C)C(=O)Nc1cc(C(F)(F)F)ccc1N1CCOCC1
  2 | 20% | 3% | 6% | -1% | 7%
[10] CC(C)Cc1ccc(CN2CCCC(NC(=O)c3nn(C)c(=O)c4ccccc34)C2)cc1 (centres undefined)
  -5 | -2% | 4% | 0% | 4% | 0%
[11] NS(=O)(=O)c1ccc(CCNC(=O)[C@@H]2CCCN2S(=O)(=O)c2ccccc2F)cc1
  62 | -1% | 0% | 3% | 2% | 2%
[12] CN(C)CCCN1C(=O)C2CCc3[nH]c4ccccc4c3C2C1=O (centres undefined)
  -29 | 4% | 1% | 0% | -7% | -6%
[13] CCOC(=O)c1cnc(-c2cccc(OC)c2)[nH]c1=O
  -20 | -23% | -5% | 9% | ? | -8%
[14] CC1c2ccsc2CCN1S(=O)(=O)c1ccccc1 (centres undefined)
  -11 | -23% | 10% | 9% | -8% | 1%
[15] CCOc1c(O)ccc(C2NC(=O)N(C)C(C)=C2C(=O)OC)c1[N+](=O)[O-] (centres undefined)
  -2 | -13%[2.29 µM] | -3% | -16% | -16% | 14%
[16] Cc1ccccc1-c1nc(CS(=O)(=O)CC(=O)N2CCN(C)CC2)c(C)o1
  -29 | 49% | -6% | -12% | 18% | 1%
[17] CCc1ccccc1NC(=O)COc1ccc2c(=O)c(Oc3cc(C)ccc3C)coc2c1
  -17 | -18% | ? | 1% | 3% | 0%
[18] Cc1ccc(-c2nnn(C(C)C(=O)N3c4ccccc4CCc4ccccc43)n2)cc1 (centres undefined)
  -31 | -12% | ? | -3% | -6% | -16%
[19] Cc1c(NC(=O)c2cc3c(s2)CCCC3)c(=O)n(-c2ccccc2)n1C
  ? | -10% | -2% | -12% | 4% | -1%
[20] COc1ccc(NC(=O)CC2SC(N3CCOCC3)=NC2=O)cc1OC (centres undefined)
  -28 | -16% | -7% | -5% | nt | 5%
[21] C=CCn1c(SCC(=O)c2c(N)n(C3CC3)c(=O)[nH]c2=O)nnc1-c1ccc(OC)cc1
  -7 | 3% | -14% | -9% | nt | -5%
[22] CCOC(=O)C1CN(S(=O)(=O)c2ccc(C)cc2)C1
  40 | ? | ? | -12% | 0% | 13%
[23] COc1ccc(CNC(=O)C/C(C)=N/NC(=O)C(c2ccccc2)c2ccccc2)cc1
  2 | -9% | -10% | -2% | 0% | 53%[activator]
[24] Cc1ccc(C)c(Nc2ncnc3c2cnn3-c2ccc(F)cc2)c1
  70 | nt | 2% | 11% | nt | nt
[25] CC(C)N(Cc1nc(-c2ccc3c(c2)OCO3)no1)CC1CCC(=O)N1 (centres undefined)
  ? | 15% | 4% | -10% | -1% | -1%
[26] CN1CCN(c2ccc(NC(=O)c3ccc(-c4ccc(Cl)cc4)o3)cc2)CC1
  18 | 185%[activator] | -3% | 1% | 4% | ?
[27] O=C1c2ccncc2C(=O)N1CNc1ccc(Cl)cc1
  -10 | -9% | 4% | -1% | -15% | -6%
[28] O=C(O)c1cccc(-n2cccc2/C=C2\NC(=O)N(Cc3ccc(F)cc3)C2=O)c1
  -15 | -18% | -1% | nt | 14% | -10%
[29] CC(C)NC(=O)N(C)C[C@H]1Oc2ccc(NC(=O)C3CC3)cc2C(=O)N([C@H](C)CO)C[C@@H]1C
  -12 | -13% | nt | nt | nt | 0%
[30] CCCCSCCCNC(=O)CN1C(=O)COc2ccc(S(=O)(=O)N3CCC(C)CC3)cc21
  1 | nt | -5% | -9% | nt | nt
[31] CCOc1cc(NC(=S)Nc2cccc(C)c2)c(OCC)cc1NC(=O)CC(C)C
  -21 | -33% | 5% | 22% | -9% | 5%
[32] CCCC(=O)Nc1cc(-c2nn(C)c(=O)c3ccccc23)ccc1N1CCOCC1
  112 | -5% | -14% | 6% | 1% | 0%
[33] Cc1c(/C(O)=C2/C(=O)C(=O)N(CCN3CCOCC3)C2c2ccccn2)cnn1-c1ccccc1 (centres undefined)
  -78* | 55% | -7% | 22µM* | ? | 6%
[34] ClC(Cl)(c1nnnn1-c1ccccc1)c1nnnn1-c1ccccc1
  -19 | -56% | ? | 20µM* | -11% | -19%
[35] N#C/C(=C\c1c(N2CCCCC2)nc2ccccn2c1=O)S(=O)(=O)c1ccccc1
  -21 | 35% | -4% | -3% | -2% | ?
[36] S=C(NCc1ccccc1)N1CCN(C(=S)NCc2ccccc2)CC1
  -10 | 4% | -9% | -5% | nt | -7%
[37] CCn1c(SCC(=O)Nc2ccc(C)cc2)nc2sc3c(c2c1=O)CCN(C)C3
  ? | 43% | -3% | -20% | nt | -15%
[38] CCOC(=O)C1CCN(CC(=O)NC(=O)NC2CCCCC2)CC1
  -23 | 20% | ? | -5% | 0% | -7%
[39] COc1ccc(S(=O)(=O)N2CCOC2CNC(=O)C(=O)NCCc2ccc(S(N)(=O)=O)cc2)cc1 (centres undefined)
  0 | -8% | ? | -8% | -1% | -3%
[40] CC(NCc1nc2ccccc2n1C)C12CC3CC(CC(C3)C1)C2 (centres undefined)
  -66* | 58% | 2% | 18% | 7% | 11%
[41] COc1ccccc1CNS(=O)(=O)c1ccc2c(c1)NC(=O)C(C)S2 (centres undefined)
  -37 | -27% | ? | -10% | 16% | -7%
[42] C[C@H](NC(=O)C(c1ccccc1)c1ccccc1)c1ccccc1
  -10 | -32% | -5% | -16% | 4% | 4%
[43] Cc1ccc(-c2n[nH]c(S(C)(=O)=O)c2C#N)cc1
  36 | -10% | 4% | 16% | 3% | 0%
[44] Cc1ccc(NC(=O)CN(C)C(=O)CCC(=O)N2CCOCC2)cc1
  26 | -20% | -11% | 5% | nt | 1%
[45] COC(=O)c1ccc(-c2noc(CN3C[C@H]4CC[C@H]3C4)n2)cc1
  6 | 0% | -10% | ? | 5% | -6%
[46] CCn1c(CSc2nncn2-c2ccc(OC)cc2)nc2cc(S(=O)(=O)N(C)C)ccc21
  4 | 30% | -16% | 4% | -1% | 14%
[47] Oc1ccccc1/C=N/NC(=S)NC1CC2CCC1C2 (centres undefined)
  ? | -46% | -3% | 1% | 10% | 40%[activator]
[48] CCOc1ccc(NS(=O)(=O)c2cc(C(=O)N3CCN(C(C)=O)CC3)ccc2Cl)cc1
  -24 | 25% | -8% | -6% | nt | -8%
[49] CCc1ccc(NC(=O)CSc2nc(C)c(C(=O)Nc3ccccc3)c(-c3ccc(OC)c(OC)c3)c2C#N)cc1
  -2 | nt | 14% | 0% | nt | nt
[50] O=C(Nc1cc(Sc2ccccn2)cc([N+](=O)[O-])c1)c1ccc([N+](=O)[O-])cc1
  -29 | ? | -13% | -27% | -10% | -4%
[51] CCOC(=O)C1CCN(C(=O)c2ccccc2NS(=O)(=O)c2ccc(F)c(F)c2)CC1
  23 | -11% | -1% | -8% | -1% | -3%[2.32 µM]
[52] Cc1noc(C)c1S(=O)(=O)Nc1ccc(C(=O)Nc2ccc(OC(F)(F)F)cc2)cc1
  -18 | -15% | -5% | -27% | 1% | 19%
[53] O=C1c2cccnc2C(Nc2ccc(Br)cc2Br)N1Cc1cccs1 (centres undefined)
  nt | -18% | ? | -11% | -2% | nt
[54] Cc1ccc(C(=O)NCN2CCN(c3ccccc3)CC2)cc1
  -6 | 0% | 1% | ? | nt | 11%
[55] Clc1ccc(-c2ccc(CNCc3ccccn3)o2)cc1
  -19 | 51% | -13% | ? | ? | -22%
[56] CCc1nc(SCc2ccc(C(=O)OC)o2)c2c(=O)n(C)c(=O)n(C)c2n1
  5 | -17% | ? | 3% | 0% | -1%

Eleven entries from above, arranged by molecular weight, rising:
Values in the order – HCMV inh | AmpC inh no detg | AmpC inh detg | Sm TGR inh | Giardia FBPA inh | AMA1 RON2 block
[43] Cc1ccc(-c2n[nH]c(S(C)(=O)=O)c2C#N)cc1
  36 | -10% | 4% | 16% | 3% | 0%
[55] Clc1ccc(-c2ccc(CNCc3ccccn3)o2)cc1
  -19 | 51% | -13% | ? | ? | -22%
[45] COC(=O)c1ccc(-c2noc(CN3C[C@H]4CC[C@H]3C4)n2)cc1
  6 | 0% | -10% | ? | 5% | -6%
[42] C[C@H](NC(=O)C(c1ccccc1)c1ccccc1)c1ccccc1
  -10 | -32% | -5% | -16% | 4% | 4%
[41] COc1ccccc1CNS(=O)(=O)c1ccc2c(c1)NC(=O)C(C)S2 (centres undefined)
  -37 | -27% | ? | -10% | 16% | -7%
[50] O=C(Nc1cc(Sc2ccccn2)cc([N+](=O)[O-])c1)c1ccc([N+](=O)[O-])cc1
  -29 | ? | -13% | -27% | -10% | -4%
[52] Cc1noc(C)c1S(=O)(=O)Nc1ccc(C(=O)Nc2ccc(OC(F)(F)F)cc2)cc1
  -18 | -15% | -5% | -27% | 1% | 19%
[48] CCOc1ccc(NS(=O)(=O)c2cc(C(=O)N3CCN(C(C)=O)CC3)ccc2Cl)cc1
  -24 | 25% | -8% | -6% | nt | -8%
[46] CCn1c(CSc2nncn2-c2ccc(OC)cc2)nc2cc(S(=O)(=O)N(C)C)ccc21
  4 | 30% | -16% | 4% | -1% | 14%
[53] O=C1c2cccnc2C(Nc2ccc(Br)cc2Br)N1Cc1cccs1 (centres undefined)
  nt | -18% | ? | -11% | -2% | nt
[49] CCc1ccc(NC(=O)CSc2nc(C)c(C(=O)Nc3ccccc3)c(-c3ccc(OC)c(OC)c3)c2C#N)cc1
  -2 | nt | 14% | 0% | nt | nt

This is a random part of the collection; overall some 7.8% were active at least once.
